# From PubChem BioAssay
# Gli-Sufu antag: Gli-Sufu pathway antagonism. Sufu-KO-LIGHT fibroblasts, Gli luciferase reporter luminescence. inhibition, % at 5 µM. 0.74% of 340,000 active. AID 588413;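 active = inhibition above about 55%, limit read from the data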;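 also: 0% = DMSO-treated cells and 100% = wells with medium but no cells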
# CCR6 antagonist: blocks CCL20-driven beta-arrestin recruitment at human CCR6; P51684; CHO-K1 CCR6 PathHunter beta-arrestin, luminescence, CCL20-stimulated; inhibition, % at 20 µM; 0.49% of 340,000 active;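 active = compounds whose inhibition of the agonist-driven luminescence signal at 20 µM reaches about 50%, limit read from the data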;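 also: cells stimulated with CCL20 at 14 nM final; plate controls were DMSO with CCL20 for no effect and DMSO without agonist for full effect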
# Target sequence (P51684 whole entry, looked up): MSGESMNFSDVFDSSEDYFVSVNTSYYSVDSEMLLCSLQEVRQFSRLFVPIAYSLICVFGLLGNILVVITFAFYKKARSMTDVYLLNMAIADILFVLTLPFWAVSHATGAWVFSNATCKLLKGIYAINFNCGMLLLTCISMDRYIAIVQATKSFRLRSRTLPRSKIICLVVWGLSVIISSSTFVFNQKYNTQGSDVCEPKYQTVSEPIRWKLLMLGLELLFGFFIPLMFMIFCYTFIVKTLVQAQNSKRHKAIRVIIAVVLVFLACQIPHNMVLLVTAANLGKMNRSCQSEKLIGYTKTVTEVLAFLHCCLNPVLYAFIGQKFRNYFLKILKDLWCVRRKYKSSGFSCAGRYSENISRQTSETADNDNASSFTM
# UBC13 inh: human UBC13 polyubiquitination inhibition; P61088; UBC13 polyubiquitin chain formation, TR-FRET; inhibition, % at 20 µM; 0.47% of 330,000 active; AID 485273; in the data active = inhibition above about 45%, passing the limit was not always enough
# ATG4B inhibitor: inhibitors of human ATG4B cysteine protease; inhibition, % at 8.33 µM; 0.51% of 340,000 active; ATG4B cleavage of LC3-PLA2, NBD-HPC fluorescence, 1 h; Q9Y4P1; in the data active = inhibition above about 40%
# APJ antagonist: antagonists of human APJ apelin receptor; CHO-K1 APJ beta-arrestin complementation, luminescence; inhibition, % at 20 µM; 0.32% of 330,000 active;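 active = inhibition above about 40% at 20 µM, limit read from the data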;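 also: cells challenged with 10 nM apelin-13 agonist together with compound; plate controls were apelin-13 plus DMSO wells for no effect and DMSO wells lacking apelin-13 for full effect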
# EBI2 antag: blocks human EBI2 receptor beta-arrestin signaling; P32249; EBI2 beta-arrestin recruitment, luminescence, 7a,25-OHC stimulated; inhibition, % at 5 µM; 0.81% of 360,000 active; AID 651636; in the data active = inhibition above about 38%;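 also: enzyme fragment complementation signal reports receptor beta-arrestin coupling in cells; 0% = agonist plus DMSO wells and 100% = wells without agonist; some results beyond the cut were filed as inactive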
# Target sequence (P32249 whole entry, looked up, the tested form may be a part): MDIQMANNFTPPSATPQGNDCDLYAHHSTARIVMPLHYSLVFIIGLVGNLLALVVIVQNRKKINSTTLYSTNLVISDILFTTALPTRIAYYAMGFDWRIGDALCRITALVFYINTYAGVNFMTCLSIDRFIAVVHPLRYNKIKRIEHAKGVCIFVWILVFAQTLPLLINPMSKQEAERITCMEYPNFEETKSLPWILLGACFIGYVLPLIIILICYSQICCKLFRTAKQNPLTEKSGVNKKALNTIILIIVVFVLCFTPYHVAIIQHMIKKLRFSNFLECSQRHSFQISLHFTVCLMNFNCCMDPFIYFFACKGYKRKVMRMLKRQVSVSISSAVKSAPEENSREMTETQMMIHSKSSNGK
# APJ ag: activates the human apelin receptor APJ; P35414; CHO-K1 APJ PathHunter beta-arrestin, luminescence; 0% DMSO wells, 100% apelin; activation, % at 20 µM; 0.11% of 330,000 active;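 active = activation more than six SD over the plate average, tested at 20 µM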;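 also: 0% = DMSO alone and 100% = apelin-13 at 10 nM; some results filed as inactive read as strong as hits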
#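 system = engineered CHO-K1 APJ arrestin reporter cells | input = 1000 cells per well | timing = overnight seeding, 90 min compound at 25 °C, 1 h detection | measured by = enzyme-fragment complementation luminescence | read-out = beta-arrestin recruitment to APJ as agonist activity, luminescent signal | control set = negative DMSO alone, positive Apelin-13 at 10 nM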
# CXCR6 inh: inhibitors of human CXCR6 receptor. O00574. CHO-K1 PathHunter CXCR6 beta-arrestin, luminescence. inhibition, % at 20 µM. 0.36% of 360,000 active. AID 602244; in the data active = inhibition above about 34%, passing the limit was not always enough;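 also: antagonist mode with CXCL16 agonist at 10 nM final; 0% = 10 nM CXCL16 with DMSO and 100% = unstimulated wells without agonist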
# Target sequence (O00574 whole entry, looked up): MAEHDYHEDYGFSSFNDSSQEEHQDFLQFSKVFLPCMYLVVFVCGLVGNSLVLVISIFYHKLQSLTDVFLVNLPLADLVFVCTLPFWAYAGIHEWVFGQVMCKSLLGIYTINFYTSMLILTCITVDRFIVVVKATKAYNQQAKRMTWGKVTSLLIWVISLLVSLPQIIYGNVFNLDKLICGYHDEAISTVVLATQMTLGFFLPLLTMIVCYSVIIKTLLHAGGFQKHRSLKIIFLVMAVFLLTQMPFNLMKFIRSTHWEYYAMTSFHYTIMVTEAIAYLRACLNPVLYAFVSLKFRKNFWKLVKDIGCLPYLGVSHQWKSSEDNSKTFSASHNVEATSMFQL
# An asterisk follows results filed as active; / = no result given; & = joins results of further samples; ! = not confirmed by another sample.
SMILES,Gli-Sufu antag,CCR6 antagonist,UBC13 inh,ATG4B inhibitor,APJ antagonist,EBI2 antag,APJ ag,CXCR6 inh
c1ccc(CCn2nnnc2C(c2cccnc2)N2CCN(c3nc4ccccc4s3)CC2)cc1 (configuration not stated),4,20,3,-17,-20,7,2,-7
O=C(COC(=O)c1c(F)cccc1F)NCc1cccs1,6,3,-5,0,6,-2,-1,0
CCOc1ccc(S(=O)(=O)n2cnc(C)c2)cc1,9,-7,-4,-2,-3,-7,1,-12
O=C(O)c1cc(S(=O)(=O)N2CCCCCC2)c(Cl)cc1Cl,-11,3,4,1,1,-7,2,-10
COc1ccc(Nc2nc3ccccc3nc2NS(=O)(=O)c2cccs2)cc1,18,6,1,-3,17,-2,-1,10
CCn1c(=NC(=O)CS(=O)(=O)c2ccccc2)sc2cccc(OC)c21,67*,7,36,1,-9,-5,0,-8
S=c1[nH]nc(-c2cc(-c3ccccc3)n[nH]2)n1/N=C/C=C/c1ccccc1,1,19,-7,-6,8,30,-4,6
CCc1ccc(N2C(=O)CN(CC(=O)OC)C2=S)cc1,-10,1,-2,2,-21,2,-4,-5
O=c1nc(N2CCOCC2)ccn1-c1nc(-c2ccccc2)oc1-c1ccccc1,10,7,-3,-4,8,5,2,3
Cc1cc(SC(C)C(=O)Nc2c(C)n(C)n(-c3ccccc3)c2=O)nc2ccccc12 (configuration not stated),17,26,-5,17,19,-4,-1,-1
O=S(Cc1ccc(Br)cc1)Cc1nnc(SCc2c(F)cccc2Cl)n1-c1ccccc1 (configuration not stated),33,16,13,11,-1,4,2,-5
COc1ccc(-c2nc3ccccn3c2NCc2ccc3c(c2)OCO3)cc1,-60,8,17,-1,-8,-12,5,2
Cc1cc(CNC(=S)Nc2cccc(Cl)c2Cl)nn1C,-5,4,10,-4,-11,-4,0,-3
CCN(CC)CCN1C(=O)C(=O)/C(=C(/O)c2ccccc2)C1c1ccccc1F (configuration not stated),0,-9,-7,0,-6,-4,0,-8
CCN(C(=O)CCc1nc(-c2ccccc2F)no1)c1cc(OC)ccc1OC,-22,1,/,4,/,-1,/,-7
COc1ccc(CC(=O)NCc2n[nH]c(=S)n2-c2cccc(Cl)c2)cc1,-8,-16,8,-5,3,-1,-3,-9
COc1ccccc1NC(=O)CSc1nnnn1-c1ccccc1F,-6,10,6,-1,14,-1,0,1
O=C1Nc2ccccc2C1=Nc1ccc(-c2nnc3n2CCCCC3)cc1,2&3,62*!,-18,-12&-2,-14,14&6,-4,4&-8
CCCCC(CC)C(=O)Nc1ccc(C)c(O)c1 (configuration not stated),8,-3,9,-8,1,-4,-2,8
CC1(NC(=O)CC(c2ccccc2)(c2ccccc2)c2ccccc2)CCN(CCCc2ccccc2)C1=O (configuration not stated),0,19,5,-11,12,7,1,32
CCN(CC)C(=O)Cn1cc(S(=O)(=O)CC(=O)NC2CCCCC2)c2ccccc21,-11,6,-4,27,7,2,-3,-1
O=C(OCC(=O)N(Cc1ccccc1)Cc1ccccc1)c1ccccc1NCCO,1,9,22,-2,-3,-13,9,10
O=C(NCc1ccc(Cl)cc1)C(=O)NCC(c1ccco1)N1CCOCC1 (configuration not stated),3,6,17,5,7,7,-4,-4
CC(C)(Cc1cc(CC(C)(C)C(=O)O)cc(C(C)(C)C)c1)C(=O)O,-1,-7,-6,-8,-73,-7,10,0
Cc1c(CCO)sc[n+]1CC(=O)OCCC12CC3CC(CC(C3)C1)C2,5,4,2,8,9,2,-4,2

# One compound at a time (already shown). Screens in order: Gli-Sufu antag, CCR6 antagonist, UBC13 inh, ATG4B inhibitor, APJ antagonist, EBI2 antag, APJ ag, CXCR6 inh
# `CC(C)(Cc1cc(CC(C)(C)C(=O)O)cc(C(C)(C)C)c1)C(=O)O` is listed as -1, -7, -6, -8, -73, -7, 10, 0
# `CCc1ccc(N2C(=O)CN(CC(=O)OC)C2=S)cc1` is listed as -10, 1, -2, 2, -21, 2, -4, -5
# `COc1ccc(CC(=O)NCc2n[nH]c(=S)n2-c2cccc(Cl)c2)cc1` is listed as -8, -16, 8, -5, 3, -1, -3, -9

# The listing picks up, starting two compounds before the break.
SMILES,Gli-Sufu antag,CCR6 antagonist,UBC13 inh,ATG4B inhibitor,APJ antagonist,EBI2 antag,APJ ag,CXCR6 inh
CC(C)(Cc1cc(CC(C)(C)C(=O)O)cc(C(C)(C)C)c1)C(=O)O,-1,-7,-6,-8,-73,-7,10,0
Cc1c(CCO)sc[n+]1CC(=O)OCCC12CC3CC(CC(C3)C1)C2,5,4,2,8,9,2,-4,2
CCOc1ccc2oc(-c3ccccc3)c(C(=O)N3CCN(CCO)CC3)c2c1,-10,0,/,2,/,8,/,12
CCOC(=O)NC(=O)CSc1ccc2ccccc2n1,13,-1,6,0,5,8,2,-1
COc1ccc2oc(C(=O)N(C)CCOc3ccccc3)c(C)c2c1,-25,12,16,-13,-9,8,-9,-4
COc1ccccc1CC1(C)NC(=O)N(CC(=O)N2CC(C)OC(C)C2)C1=O (configuration not stated),-12,2,-8,-18,-11,-1,1,-4
COc1ccc(NS(=O)(=O)c2ccc(NC(C)=O)cc2)c(OC)c1,-7,5,-10,-7,-14,-6,-1,-7
O=C(CC(C(=O)O)c1ccc(Cl)cc1)c1ccc(Br)cc1 (configuration not stated),2,-3,6,2,-3,-1,-2,4
O=C(C1CCC1)N1CCc2cc(S(=O)(=O)Nc3ccc4c(c3)OCO4)ccc21,32,-15,2,-11,10,-3,3,7
O=C(CSC1CCCCC1)Nc1ccccc1Br,-11,11,13,-1,10,-7,-2,10
O=[N+]([O-])c1cccc(CN2CCN(c3cccc4[nH]ccc34)CC2)c1,42,19,-3,-6,-17,7,0,2
CCOc1ccc(CN2CCN(CC3=Cc4cccc(OC)c4OC3)CC2CCO)cc1 (configuration not stated),22,8,3,-12,-20,13,-5,0
O=C(Cn1cnc2ccccc21)Nc1ccc(F)c(F)c1,4,6,2,-2,0,-9,0,3
CN(CC(=O)NCCC1=CCCCC1)S(=O)(=O)c1ccc2c(c1)c(=O)n(C)c(=O)n2C,12,-1,-1,-8,3,0,-3,3
O=C(Cc1noc2ccccc12)NNC(=S)Nc1ccc(Cl)cc1,-1,13,-19,-8,25,9,-3,11
COc1ccc(C(=O)O)cc1S(=O)(=O)Nc1ccc2cn[nH]c2c1,-5,6,0,0,-5,-6,-5,-11
CC(C)CNC1CCS(=O)(=O)C1 (configuration not stated),4,7,9,4,9,-3,-3,-1
CC1(C)CC(=O)C(C=NCCN2CCN(CC(=O)Nc3ccc(F)cc3)CC2)=C(O)C1,-1,0,-4,11,9,4,0,5
O=S(=O)(N1CCCCC1)N1CCN(c2ccccc2F)CC1,-1,16,0,2,7,2,0,-6
CC(=O)N(C)c1ccc(N=C2C(=O)Nc3ccccc32)cc1,/,16,/,-4,/,-8,/,8
COc1ccc(OC2C(=O)N(c3cc(C)ccc3C)C2c2ccc(OC)c(OC)c2)cc1 (configuration not stated),1,20,-8,-7,11,6,-2,8
COC(=O)c1cc(-c2ccccc2)on1,10,-10,-13,-11,-8,-21,16,2
Cc1cccc(NC(=O)CSc2nc3c(c(=O)[nH]2)CCC3)c1C,-2,13,12,8,1,-8,0,-1
Cc1cc(=O)oc(C)c1C(=O)N[C@@H](Cc1ccccc1)C(=O)O,0,12,6,-2,9,-1,-2,-5
O=C(c1ccc(N2CCCCC2)c([N+](=O)[O-])c1)N(c1ccccn1)c1ccccn1,-4,15,-20,-1,24,-4,-2,2
COc1ccccc1C(=O)Nc1ccc2c(c1)nc1n2CCN(Cc2ccccc2)C1,17,20,9,6,-4,-6,-2,1
CNC(=S)N1CCN(c2ccccc2OC)CC1,2,12,-11,-1,-8,-3,-2,3

# Arranged by value in CCR6 antagonist (largest number first): some entries from above
molecule	CCR6 antagonist
O=C(c1ccc(N2CCCCC2)c([N+](=O)[O-])c1)N(c1ccccn1)c1ccccn1	15
Cc1cc(=O)oc(C)c1C(=O)N[C@@H](Cc1ccccc1)C(=O)O	12
O=C(CSC1CCCCC1)Nc1ccccc1Br	11

# Continuation:
SMILES,Gli-Sufu antag,CCR6 antagonist,UBC13 inh,ATG4B inhibitor,APJ antagonist,EBI2 antag,APJ ag,CXCR6 inh
O=C(Cc1ccc(F)cc1)Nc1nccs1,-9,3,4,2,-2,-5,2,5
Cc1cccc(-n2c(CCCN3C(=O)c4ccccc4C3=O)nc3ccccc3c2=O)n1,-2,-1,/,9,/,8,/,2
CC1=C(O)C(=O)C(C2=C(O)C(=O)C(C)=C(O)C2=O)=C(O)C1=O,-7,-2,/,-34,/,-4,/,2
O=C(Nc1ccncc1)C1CCN(S(=O)(=O)c2ccccc2)CC1,3,8,-4,-11,-16,-7,15,-10
c1ccc(-c2nc(-n3ccnc3)nc(-n3ccnc3)n2)cc1,14,-14,-4,-3,-6,4,2,-5
CN(C(=O)COC(=O)c1cc(S(=O)(=O)N2CCCCC2)ccc1N1CCOCC1)C1CCS(=O)(=O)C1 (configuration not stated),1,7,20,4,11,-6,-4,-9
COc1ccc(CN2CCN(C(=O)C3CCC(CNS(=O)(=O)c4ccc(C)cc4)CC3)CC2)c(OC)c1OC (configuration not stated),41,-3,5,-7,0,2,-2,-4
Cc1ccc(-n2nnc3ccccc3c2=O)cc1C,-58,13,4,16,8,3,-5,4
COc1ccc(NC(=O)C2OCCc3ccccc32)c(OC)c1 (configuration not stated),3,4,-11,3,-11,-2,-6,-6
Cc1ccc(-n2c3nc(=O)n(C)c(=O)c-3cc3ccccc32)cc1,3,0,6,4,9,-3,-3,-2
C/C(=N\NC(=O)c1cc(-c2ccc(C)s2)[nH]n1)c1ccco1,-39,9,-12,-13,7,-4,-3,-8
COC(=O)c1ccccc1S(=O)(=O)N(Cc1cc2ccc(OC)cc2[nH]c1=O)CC1CCCO1 (configuration not stated),2,-6,2,1,8,-12,-1,-4
COc1ccc(C(=O)C2CCCN(C(=O)CCc3scnc3C)C2)c(C)c1 (configuration not stated),5,10,-8,-2,25,5,-3,3
Cc1ccsc1C1Nc2ccc3ncccc3c2C2=C1C(=O)CCC2 (configuration not stated),3,1,7,-10,-33,70*,0,9
Cc1sc2ncnc(N(C)Cc3ccco3)c2c1C,9,2,4,11,30,-4,-1,-9
COc1ccc(C2Nc3ccccc3NC3=C2C(=O)CC(C)(C)C3)cc1OC (configuration not stated),-1,8,-6,-2,-5,-10,-1,1
CCOC(=O)C1(C/C(C)=N/NC(N)=O)CC(C)OC1=O (configuration not stated),-6,-4,-4,5,-27,-7,-1,4
Cc1cc(C)c2cccc(N)c2n1,-2,-7,-30,7,30,1,-4,-18
CCC(C)NC(=O)c1ccc(N2CCC3(CC2)OCCO3)c([N+](=O)[O-])c1 (configuration not stated),-13,-20,-19,-6,-25,-9,-2,-1
O=C(C1CCN(S(=O)(=O)c2ccc(Cl)c(C(F)(F)F)c2)CC1)N1CCC1,0,3,7,4,5,7,-4,-9
CCCNC(=O)Cn1cnc2sc(C(=O)Nc3cc(OC)c(OC)c(OC)c3)c(C)c2c1=O,8,15,-2,-13,1,-12,-3,3
CCOc1ccc(C(=O)CCC(=O)Nc2ccc(C)cn2)cc1,1,-3,0,4,-5,8,3,9
CC1(C2CC2)NC(=O)N(CC(=O)Nc2ccccc2F)C1=O (configuration not stated),-6,9,-1,-6,8,0,-2,-10
Cc1ccc(C)c2c(SC(C)C(=O)NCc3ccco3)nc(-c3ccccc3)nc12 (configuration not stated),11,10,-10,-12,4,-2,-1,2
Cc1ccc(NC(=O)CNc2ccccc2N2CCCC2=O)cc1S(=O)(=O)N1CCOCC1,2,17,-2,8,-1,-7,-2,11
O=S1(=O)CCN2C=C(Cl)C=C(Cl)C2=N1,10,3,18,6,8,-5,-1,-5
O=C(Oc1ccccc1)c1ccccc1OS(=O)(=O)c1ccccc1,4,22,4,36,8,9,8,3
c1ccn2c(CNc3ncnc4sccc34)nnc2c1,4,-8,-4,-7,10,-17,2,-5
CCS(=O)(=O)C1=NN2C(=N)/C(=C\c3ccc(OS(=O)(=O)c4ccccc4)cc3)C(=O)N=C2S1,-8,13,-19,37,4,-7,2,7
COC(=O)/C=C1/S/C(=N/NC(=O)c2ccccc2C)NC1=O,4,-20,-2,2,15,-5,-1,1
